hIAP act: human IAP activation; purified human IAP, CDP-Star luminescence, 30 min; stronger effect = higher value; 1 = vehicle-only enzyme, 0 = enzyme-free background; activation factor at 10 µM; AID 2524; 0.16% of 330,000 active; P09923;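 active means activation factor of the enzyme at least 2-fold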; further: the source names both 10 and 20 µM as test concentration; values of inactives mirror those of a sister screen read the other way
Target sequence (P09923 whole entry, looked up): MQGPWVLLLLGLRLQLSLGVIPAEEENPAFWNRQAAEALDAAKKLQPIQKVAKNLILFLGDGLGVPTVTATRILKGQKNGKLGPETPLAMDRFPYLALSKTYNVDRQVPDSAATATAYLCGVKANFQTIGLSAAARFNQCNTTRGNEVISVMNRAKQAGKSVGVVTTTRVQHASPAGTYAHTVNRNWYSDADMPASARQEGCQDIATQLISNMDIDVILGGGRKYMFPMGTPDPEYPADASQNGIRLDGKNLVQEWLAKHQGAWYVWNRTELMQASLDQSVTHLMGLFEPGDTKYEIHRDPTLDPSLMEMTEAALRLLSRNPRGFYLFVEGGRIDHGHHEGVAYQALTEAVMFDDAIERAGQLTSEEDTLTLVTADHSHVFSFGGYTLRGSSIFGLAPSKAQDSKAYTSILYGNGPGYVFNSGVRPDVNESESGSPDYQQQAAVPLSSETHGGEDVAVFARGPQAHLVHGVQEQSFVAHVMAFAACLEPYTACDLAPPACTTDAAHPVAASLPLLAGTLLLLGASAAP
mIAP act: mouse IAP activation | 0.24% of 330,000 active | activation factor at 10 µM | AID 2805 | muIAP, CDP-Star luminescence, 30 min; stronger effect = higher value; 1 = vehicle-only enzyme signal, 0 = enzyme-free wells;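 active means activation factor of at least 2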; further: the source names both 10 and 20 µM as test concentration; values of inactives mirror those of a sister screen read the other way
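Assay system: mouse IAP enzyme / Compound: DMSO-dissolved test compounds / Timing: 30 min, room temperature / Measured by: luminescence from enzymatic CDP-Star hydrolysis / Control set: DMSO-only wells, enzyme-free buffer wells as negative control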
ATG4B inh: blocks human ATG4B protease cleavage of LC3 substrate | Q9Y4P1 | ATG4B cleavage of LC3-PLA2, NBD-HPC fluorescence, 1 h | inhibition, % at 8.33 µM | 0.51% of 340,000 active; in the data active means inhibition above about 40%
Target sequence (Q9Y4P1 whole entry, looked up): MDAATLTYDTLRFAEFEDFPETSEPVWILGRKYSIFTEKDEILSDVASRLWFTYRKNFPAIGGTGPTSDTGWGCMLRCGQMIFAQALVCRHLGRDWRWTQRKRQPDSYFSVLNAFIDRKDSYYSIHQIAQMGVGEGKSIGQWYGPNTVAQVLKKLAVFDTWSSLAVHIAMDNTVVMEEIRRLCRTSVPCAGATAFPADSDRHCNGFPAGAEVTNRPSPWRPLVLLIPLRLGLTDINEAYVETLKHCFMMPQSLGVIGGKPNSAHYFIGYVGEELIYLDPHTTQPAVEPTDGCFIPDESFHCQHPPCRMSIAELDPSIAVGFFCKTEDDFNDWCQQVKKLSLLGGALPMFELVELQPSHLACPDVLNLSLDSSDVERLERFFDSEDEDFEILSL
Apaf1 inhib: inhibitors of human Apaf-1 apoptosome; AID 489030; 0.71% of 330,000 active; inhibition, % at 20 µM; O14727; reconstituted apoptosome caspase-3 activity, DEVD-Rh110 fluorescence; active means inhibition of at least 40% at 20 µM;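 further: plate controls were DMSO wells for no effect and DEVD-CHO caspase inhibitor wells for full effect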
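Assay system – apoptosome proteins · Medium – Hepes buffer, pH 7.5 · Also added – cytochrome c with DEVD-Rh110 · Timing – 30 min compound preincubation, 50 min activation, room temperature · Detection – Rh110 fluorescence, excitation 480 nm, emission 540 nm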
hIAP inh: blocks human intestinal alkaline phosphatase | purified IAP, CDP-Star luminescence, 30 min | inhibition, % at 10 µM | 0.12% of 330,000 active;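 active means inhibition reaching a set limit with compound at 10 µM in the primary screen, cut at about 35% in these data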;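 further: plate controls were DMSO wells with enzyme for no effect and no-enzyme buffer wells for full effect; values of inactives mirror those of a sister screen read the other way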
NALP3 yeast inh: NALP3 inhibition in yeast. Yeast reconstituted NLRP3/ASC/caspase-1, beta-gal luminescence, 24 h. inhibition, % at 10 µM. 0.39% of 330,000 active;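 active means inhibition of 50% or more; inactive means inhibition below 50%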;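 further: plate controls were induced DMSO wells for no effect and uninduced yeast grown without galactose for full effect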
tim10-1 inh: inhibits growth of tim10-1 mutant yeast | S. cerevisiae tim10-1 ts strain growth, BacTiter-Glo, 24 h | 2.2% of 330,000 active | AID 463190 | inhibition, % at 20 µM;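 active means inhibition of at least 40%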;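 further: mutant grown at 25 °C; 0% = DMSO wells with yeast and 100% = wells holding no yeast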
TIM10 inh: inhibits growth of TIM10 yeast strain; inhibition, % at 10 µM; S. cerevisiae TIM10 strain growth, BacTiter-Glo luminescence, 24 h; 1.4% of 330,000 active;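 active means inhibition of 40% or more at the single tested concentration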;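 further: wild-type TIM10 isogenic control strain grown at permissive 25 °C; 0% = DMSO yeast wells and 100% = minimal medium wells without yeast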
mIAP inh: mouse IAP inhibition. purified mouse IAP, CDP-Star luminescence, 30 min. inhibition, % at 10 µM. 0.2% of 330,000 active. AID 2806;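 active means inhibition of at least 40% at 10 µM in the primary screen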;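 further: plate controls were DMSO with enzyme for no effect and no enzyme wells for full effect; values of inactives mirror those of a sister screen read the other way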
Active calls of the source: *; / = not tested or not shown.

SMILES	hIAP act	mIAP act	ATG4B inh	Apaf1 inhib	hIAP inh	NALP3 yeast inh	tim10-1 inh	TIM10 inh	mIAP inh
COc1ccc(N2CCN(CCNC(=O)CCS(=O)(=O)c3cccc4nsnc34)CC2)cc1	0.95	1	/	-4	5	19	10	-10	-2
CC1=C([N+](=O)[O-])C(c2ccccc2)C2=C(N1)c1ccccc1C2=O (centres undefined)	0.97	0.89	-4	2	3	-20	26	8	11
O=C(NCC1CCN(Cc2ccccc2F)CC1)C1CCCN(c2ncnc3c2nc2n3CCCCC2)C1 (centres undefined)	1.2	1.1	1	12	-22	-8	-23	2	-10
COc1cc(/C=C2/C(=N)N3C(=NC2=O)SN=C3S(C)(=O)=O)ccc1OS(=O)(=O)c1ccc(C)cc1	1.1	0.86	35	8	-6	9	20	9	14
Cc1c(NC(=O)CSC(=S)N2CCCC2)c(=O)n(-c2ccccc2)n1C	1.2	1.1	2	3	-17	27	13	-1	-5
Cc1cccc(N2CCN(C(=O)c3cccc(S(=O)(=O)N4CCc5ccccc5C4)c3)CC2C)c1 (centres undefined)	1	0.95	-2	16	-1	15	9	14	5
COc1c[nH]n(C2CCCCC2)c(=O)c1=O	1.1	1	-7	-5	-11	57*	23	40*	-2
Oc1ccc(/C=N/N(Cc2ccccc2)c2ccccc2)cc1	0.83	0.86	19	9	17	-13	20	46*	14
COCCn1c(-c2ccc(OC)cc2)nc2oc3cc(OC)ccc3c(=O)c2c1=O	0.85	0.98	-1	-13	15	1	2	19	2
O=C(N/C(=C\c1ccco1)C(=O)N1CCCC1)c1ccccc1	0.88	0.86	-2	-1	12	15	-7	12	14
Cc1ccn(C(=O)c2ccc(NC(=O)C3CC3)cc2)n1	1	1	-5	1	-2	15	20	24	0
Cc1ccc(NC(=O)CN(C)C(=O)c2ccc(NC(=O)CC3SC(N4CCCC4)=NC3=O)cc2)cc1 (centres undefined)	1.2	0.97	1	0	-16	8	12	1	3
COc1ccc(C(=O)ON=C2c3ccccc3-c3ccccc32)cc1OC	0.81	1	-17	3	20	28	4	18	0
COc1cc(/C=C2\SC(=S)N(NS(=O)(=O)c3ccc(C)cc3)C2=O)cc(OC)c1OC	0.97	0.92	3	-7	3	12	9	12	8
COc1ccc(CC(=O)NC(CC(=O)O)c2cccc([N+](=O)[O-])c2)cc1 (centres undefined)	0.91	1	-8	-4	9	3	-11	-5	-4
O=c1oc2cc(Oc3ccc(C(F)(F)F)cc3[N+](=O)[O-])ccc2c2c1CCC2	0.97	0.99	2	7	3	19	11	4	1
COc1cc(NC(=S)N2CCCC(C)C2)cc(OC)c1OC (centres undefined)	0.83	0.97	-12	2	17	-13	0	9	3
COC(=O)Cn1c(=NC(=O)c2ccc(Cl)s2)sc2cc(C)ccc21	1	1	-13	-1	-1	20	15	5	0
Cc1occc(=O)c1O	1.3	1.1	3	-16	-25	14	21	8	-8
CCOC(=O)C1CCN(C(=O)CNC(=O)c2nn(-c3ccc(OC)cc3OC)c(=O)c3ccccc23)CC1	1.1	1	-8	-5	-10	18	-6	-10	-3

6 compounds picked at random from those above, as already listed:
SMILES	hIAP act	mIAP act	ATG4B inh	Apaf1 inhib	hIAP inh	NALP3 yeast inh	tim10-1 inh	TIM10 inh	mIAP inh
COc1ccc(N2CCN(CCNC(=O)CCS(=O)(=O)c3cccc4nsnc34)CC2)cc1	0.95	1	/	-4	5	19	10	-10	-2
Cc1ccn(C(=O)c2ccc(NC(=O)C3CC3)cc2)n1	1	1	-5	1	-2	15	20	24	0
COCCn1c(-c2ccc(OC)cc2)nc2oc3cc(OC)ccc3c(=O)c2c1=O	0.85	0.98	-1	-13	15	1	2	19	2
O=C(NCC1CCN(Cc2ccccc2F)CC1)C1CCCN(c2ncnc3c2nc2n3CCCCC2)C1 (centres undefined)	1.2	1.1	1	12	-22	-8	-23	2	-10
COc1ccc(CC(=O)NC(CC(=O)O)c2cccc([N+](=O)[O-])c2)cc1 (centres undefined)	0.91	1	-8	-4	9	3	-11	-5	-4
COc1ccc(C(=O)ON=C2c3ccccc3-c3ccccc32)cc1OC	0.81	1	-17	3	20	28	4	18	0

(list continues)
SMILES	hIAP act	mIAP act	ATG4B inh	Apaf1 inhib	hIAP inh	NALP3 yeast inh	tim10-1 inh	TIM10 inh	mIAP inh
CC1(C)CC(=O)C2=C(C1)N(Cc1ccco1)C(=O)C2(NC(=O)c1cccnc1)C(F)(F)F (centres undefined)	0.98	0.99	7	-6	2	7	5	-1	0
Cc1ccccc1OCc1nc(C#N)c(N2CCCC2)o1	0.97	1	-4	5	3	71*	1	-7	-1
COC(OC)c1ccc(C#N)c(=O)[nH]1	1.1	0.94	-2	-5	-7	-6	14	-13	6
Cc1ccnc(SCC(=O)Nc2c(C)n(C)n(-c3ccccc3)c2=O)n1	0.97	1	-13	1	3	15	10	-1	0
CC(Sc1nnc(-c2cccnc2)n1N)C(=O)N1CCOCC1 (centres undefined)	1.1	1	-1	0	-9	-1	-6	2	-1
CCN(C1CCCCC1)S(=O)(=O)c1ccc(S(=O)(=O)NCc2ccncc2)cc1	0.79	0.93	-7	0	22	-6	11	-5	7
COc1ccc(N2CCN(c3ncnc4c3[nH]c3ccccc34)CC2)cc1	1.1	1.1	5	23	-10	23	10	22	-13
Cc1oc2c(C)c3oc(=O)c(CC(=O)N[C@@H](CCCNC(N)=O)C(=O)O)c(C)c3cc2c1C	1	0.98	5	1	-2	5	19	12	2
O=C(N/N=C/c1ccc(-c2ccc(Br)cc2)o1)c1ccc2c(c1)OCO2	0.94	0.77	-11	16	6	0	-30	-17	23
C=CCc1cccc(CNc2c(C)cc(C)cc2C)c1O	0.96	1	3	10	4	11	-2	2	-4
CC1CC(C)CN(CCCNC(=O)c2ccc3c(c2)N(Cc2ccccc2)C(=O)c2ccccc2S3=O)C1 (centres undefined)	1.2	0.99	-2	28	-20	14	3	2	1
O=C(CCC1N=C2c3ccccc3N=C(SCC(=O)NCc3ccco3)N2C1=O)NCc1ccco1 (centres undefined)	0.99	0.81	-2	-2	1	5	2	-11	19
CCOC(=O)NC(=O)CSc1nnc(C2CC2)n1Cc1ccco1	1	1	4	-7	0	11	-8	1	0
CCOc1ccc2oc(C(=O)N3CCN(Cc4ccccc4)CC3)c(C)c2c1	0.99	1	-8	20	1	21	34	-1	-2
O=C(Cc1cccs1)N(Cc1cccs1)C1(C(=O)NC2CCCC2)CCCCC1	0.97	1	-11	32	3	15	19	27	-2
Cc1ccc(OCC(=O)N/N=C\c2ccco2)c(C)c1	0.97	0.95	-1	1	3	17	3	13	5
CCc1noc(C)c1C(=O)Nc1nc(-c2ccc(Cl)cc2Cl)cs1	0.99	0.84	16	7	1	17	16	39	16
CCCN(C(=O)c1ccc([N+](=O)[O-])c(C)c1)c1c(N)n(Cc2ccccc2)c(=O)[nH]c1=O	1.2	1	-7	-1	-18	8	-1	10	0
Cc1n[nH]c(C)c1Sc1ccccc1N=Cc1cc(Cl)cc([N+](=O)[O-])c1O	0.89	0.84	9	14	11	23	22	10	16
CSc1nc2ccc(NC(=O)c3ccccn3)cc2s1	0.95	0.93	-2	14	5	37	2	11	7
c1ccc(CNc2c(-c3cccc(SC4CCCCC4)c3)nc3ccccn23)cc1	0.9	1.1	21	33	10	22	17	26	-8
O=C(CN1C(=O)S/C(=C\c2ccccc2)C1=O)NC1CCS(=O)(=O)C1 (centres undefined)	1.1	0.99	-6	-14	-10	8	-7	-2	1
CC(=O)OC(C(=O)NC1CCCCC1)c1ccc(C#N)cc1 (centres undefined)	0.8	0.93	-9	-8	20	0	6	-2	7
CCOC(=O)c1ccc(Nc2cc(C)nc3nc(C)nn23)cc1	1.1	0.9	-15	0	-6	-2	-8	-3	10
CN1CCN(S(=O)(=O)c2ccc(Cl)s2)CC1	1.1	1	12	2	-10	1	-7	1	-3
Cc1ccc(OCC(=O)Oc2cccc(C)c2)cc1	1.2	1.1	-3	1	-18	-5	-5	2	-13
Cc1cc(Br)ccc1OCC(=O)N(Cc1nc(-c2ccccc2)no1)C(C)C	0.84	0.91	2	16	16	11	28	18	9
Cn1cccc1C(=O)OCC(=O)Nc1ccc2c(c1)CCC2	1	1	-21	9	-1	29	15	-16	-3
COc1cc2c(cc1NC(=O)Cc1ccc(C)cc1)oc1ccccc12	0.96	0.97	8	11	4	8	9	12	3
O=C(O)c1cc2c(o1)CCC/C2=N\O	1	1	12	-11	-2	15	-1	8	0
COC(=O)CN(C#N)c1nc(N(C)C)nc(N(C)C)n1	1.1	1.1	-1	-1	-7	13	14	8	-9
COc1ccc(-c2cc(C)no2)cc1S(=O)(=O)N(C)c1cccc(C)c1	1.3	1	-6	21	-32	14	29	-3	-2
COc1ccc(C)cc1S(=O)(=O)Nc1cccc(-c2ccc(N3CCCCCC3)nn2)c1	0.99	0.93	-8	15	1	7	25	18	7
O=C(/C=C/c1ccco1)Nc1ccccc1C(=O)O	0.82	0.82	2	8	18	17	11	1	18
CNc1ccc(/C=C/C(=O)c2ccc(C)cc2)cc1[N+](=O)[O-]	0.89	0.84	6	28	11	18	23	30	16
O=C(CSc1ccc(-c2cccs2)nn1)N1CCCCC1	1.2	0.98	-5	-9	-20	-7	21	3	2
O=C(Nc1ccncc1)c1cccc2ccccc12	1.1	1.1	-13	-8	-6	12	16	14	-6
CCOC(=O)Nc1oc2ccccc2c(=O)c1C	1	0.99	-3	4	-2	3	7	0	1
Cc1ccc(S(=O)(=O)NC(Cc2ccccc2)C(=O)O)cc1C (centres undefined)	0.96	0.96	0	-4	4	0	-10	9	4
Cn1c(N)c(C(=O)CSc2nc(N)cc(N)n2)c(=O)n(C)c1=O	0.95	0.94	-6	-6	5	6	5	-9	6
COc1cc(/C=C/C(=O)Nc2nc3ccc(S(=O)(=O)N(C)C)cc3s2)cc(OC)c1OC	1	1	-34	-8	-5	10	-9	-11	-3
COc1ccc(/C(O)=C2/C(=O)C(=O)N(CCCN3CCOCC3)C2c2ccc(OC)cc2)cc1 (centres undefined)	1.3	1	-1	8	-34	7	-6	2	-4
CC(=O)OCC(=O)[C@@]1(O)CC[C@H]2[C@@H]3CCC4=CC(=O)C=C[C@]4(C)[C@H]3C(=O)C[C@@]21C	1	1.1	-7	3	-3	8	15	5	-7
CCOc1ccc(NC(=O)C(C)SC(N)=O)cc1 (centres undefined)	1.1	0.98	-19	-5	-5	-2	24	15	2
O=C(O)C1CCCCC1C(=O)Nc1cccc(Cl)c1Cl (centres undefined)	1.3	0.99	-1	8	-31	12	8	10	1
O=C(N/C(=C/c1ccccc1F)C(=O)N1CCCCC1)c1ccccc1	0.98	1.1	2	9	2	-6	7	1	-7
COCCCNC(=O)CN1C(=O)COc2ccc(S(=O)(=O)N3CCOCC3)cc21	1	0.95	8	2	-4	4	-9	7	5
CC1Cc2ccccc2N1C(=O)c1ccc2c(c1)nnn2C (centres undefined)	0.93	1.1	-10	-6	7	-5	8	-1	-6
Cc1ccc(/C=[N+](/C)[O-])cc1	1.1	1	-2	4	-11	5	7	-6	-4
NC(=O)/C(=C\c1cccnc1)NC(=O)c1ccccc1	1	1.1	0	-8	-3	15	0	8	-10
Fc1cc2ncn(Cc3ccccc3)c2cc1F	0.94	0.95	-4	-3	6	0	-10	2	5
O=C(CN(C(=O)c1csnn1)c1ccccc1)NCc1ccc2c(c1)OCO2	1	1	-9	5	0	-3	2	-12	-2
